Source: PubChem BioAssay (Broad Institute)
Cneo AK release: Cryptococcus neoformans lysis via adenylate kinase release | C. neoformans lysis, adenylate kinase release luminescence, 4 h; normalised: neutral wells 0, clomiphene wells 100 | lysis activity, % at 15 µM | 0.2% of 360,000 active | AID 651654;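 active = mean lysis activity across replicates of at least 80%, whatever share of replicates individually reach that level; inactive = mean lysis activity below 80%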
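Signal: Adenylate kinase release luminescence | Assay system: Log-phase Cryptococcus neoformans yeast cells | Input: Cells at 5 × 10^6 per mL | Buffer or medium: Fresh YPD growth medium | Compound: Single dose | Schedule: Static 4 h at 37 °C with compound, 1 h detection | Controls: Clomiphene | Read-out: Luminescence rise reflecting yeast cell lysis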
SIRT5 inh: blocks human SIRT5 desuccinylation of peptide. inhibition, % at 15 µM. 1.1% of 330,000 active. Q9NXA8. Purified SirT5, succinyl-peptide AMC, trypsin-coupled fluorescence; in the data active = inhibition above about 15%; inconclusive = no clear call, values can overlap the other calls
PGC1a acetyl inh: PGC1a acetylation modulation, inhibitor mode. U2OS PGC1a acetylation, AlphaScreen anti-acetyl-lysine; with virally co-expressed GCN5 acetyltransferase. inhibition, % at 15.6 µM. 0.17% of 350,000 active. AID 651687;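 active = every replicate shows inhibition of at least 40%; inconclusive = mean inhibition at least 40% but some replicate below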;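 note: 0% = neutral control wells and 100% = positive control wells; some results beyond the cut were filed as inactive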
S100A4 inh HTS: inhibitors of human S100A4 binding to myosin IIA peptide; 0.14% of 360,000 active; S100A4/TAMRA-MyoIIA peptide fluorescence polarization; inhibition, % at 10.7 µM;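 active = mean inhibition of at least 70% across replicates, with every replicate also reaching that level; inconclusive = mean inhibition reaches 70% but some replicates fall short; inactive = mean inhibition below 70%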
Target sequence (P26447 whole entry, looked up): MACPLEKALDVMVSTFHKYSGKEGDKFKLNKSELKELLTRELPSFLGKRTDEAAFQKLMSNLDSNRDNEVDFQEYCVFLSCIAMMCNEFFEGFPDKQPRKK
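Material: human S100A4 monomer with TAMRA-labelled myosin IIA peptide; buffer or medium: HEPES pH 7.2 with CaCl2, KCl, NaCl, DTT, Triton; compound dosing: one concentration per compound; schedule: 5 min incubation before reading; benchmarks: neutral control DMSO, positive control TFP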
C2C12 statin: protects C2C12 myotubes from simvastatin toxicity. rescue of ATP level, % at 7.49 µM. ATP luminescence, 48 h; scaled: DMSO 0, geranylgeraniol control 100. 0.78% of 330,000 active;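 active = mean ATP rescue above about 67%, or every replicate alone reaching that limit, limit read from the data, passing the limit was not always enough; inconclusive = no clear call, values can overlap the other calls; inactive = mean under the limit and some replicate under it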;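 note: myotubes were challenged with 10 µM simvastatin during compound exposure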
ERAP1 HTS inh: ERAP1 (human) enzyme inhibition | Q9NZ08 | recombinant ERAP1, Leu-AMC fluorescence, 60 min | inhibition, % at 10.7 µM | 0.15% of 340,000 active;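 active = mean replicate inhibition of at least 30%, or all replicates individually reaching that 30% level; inactive = mean below 30% and not every replicate reaching it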;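 note: 0% = neutral control wells and 100% = L-leucinethiol positive control wells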
Target sequence (Q9NZ08 whole entry, looked up): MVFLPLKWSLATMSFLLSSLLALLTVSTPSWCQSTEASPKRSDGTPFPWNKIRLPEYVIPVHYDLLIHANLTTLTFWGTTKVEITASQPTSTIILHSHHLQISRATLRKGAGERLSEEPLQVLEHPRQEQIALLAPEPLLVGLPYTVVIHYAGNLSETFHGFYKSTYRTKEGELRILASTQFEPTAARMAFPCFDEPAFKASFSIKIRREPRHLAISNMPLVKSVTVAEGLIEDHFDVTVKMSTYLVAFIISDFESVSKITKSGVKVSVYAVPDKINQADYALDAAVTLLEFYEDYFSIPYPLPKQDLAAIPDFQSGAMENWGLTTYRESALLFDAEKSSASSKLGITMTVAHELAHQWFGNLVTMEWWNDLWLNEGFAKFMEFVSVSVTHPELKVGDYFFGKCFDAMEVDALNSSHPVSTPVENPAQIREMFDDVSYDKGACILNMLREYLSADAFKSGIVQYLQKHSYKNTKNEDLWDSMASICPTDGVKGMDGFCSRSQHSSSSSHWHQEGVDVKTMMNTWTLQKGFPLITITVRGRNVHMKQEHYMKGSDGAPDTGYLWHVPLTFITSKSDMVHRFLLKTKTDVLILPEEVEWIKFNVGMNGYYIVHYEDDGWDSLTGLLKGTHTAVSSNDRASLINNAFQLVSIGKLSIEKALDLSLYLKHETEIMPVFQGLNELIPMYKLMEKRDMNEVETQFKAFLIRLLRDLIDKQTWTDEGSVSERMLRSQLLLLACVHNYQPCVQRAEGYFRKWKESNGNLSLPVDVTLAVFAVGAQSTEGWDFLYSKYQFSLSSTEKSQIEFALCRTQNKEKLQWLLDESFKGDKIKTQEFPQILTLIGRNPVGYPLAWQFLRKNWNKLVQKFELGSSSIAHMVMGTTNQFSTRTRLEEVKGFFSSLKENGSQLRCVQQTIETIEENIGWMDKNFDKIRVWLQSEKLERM
LGR2 inh: blocks bursicon-induced cAMP signaling via Drosophila LGR2; AID 720647; 0.35% of 380,000 active; inhibition, % at 9.99 µM; HEK293 LGR2, CRE-luciferase, bursicon-stimulated, 4 h;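 active = drop in luminescence signal, shown as inhibition above about 50% in the replicate tests, limit read from the data, passing the limit was not always enough; inconclusive = probably only some replicates passing the limit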;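 note: agonist challenge used bursicon conditioned medium at about half maximal strength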
Xi reactivation: X-chromosome reactivation activator | XiGFP mouse fibroblasts, % GFP-positive cells imaging, 3 d; cells co-treated with 5-aza-dC sensitizer; scaled so ellipticine positive control = 100% | activation, % at 7.58 µM | 0.055% of 360,000 active;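 active = mean normalized replicate activation at least 10% and every replicate at or above 10%; inconclusive = only one of the two criteria met; inactive = mean below 10% and not all replicates reach 10%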;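 note: 0% = median of on-plate neutral control wells and 100% = ellipticine 6 µM median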
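assay system = SV40-immortalized XiGFP fibroblast cells, line 68-5-11 | buffer or medium = DMEM plus 5-aza-dC sensitizer | doses = single-point pinned compound dosing | times = 3-day compound exposure, then 15 min fixation at room temperature | benchmarks = positive control ellipticine, 6 µM final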
The depositor's hits bear a star; u = inconclusive; x = not tested or not shown; & = joins results of further samples; ! = repeats disagree. Some of the compounds tested; the hit share may differ from the screen's.

SMILES	Cneo AK release	SIRT5 inh	PGC1a acetyl inh	S100A4 inh HTS	C2C12 statin	ERAP1 HTS inh	LGR2 inh	Xi reactivation
CC(C)NC(=O)Nc1ccc2c(c1)C(=O)N([C@H](C)CO)C[C@H](C)[C@H](CN(C)Cc1ccc3c(c1)OCO3)O2	-1	1	3	15	-4	-2	-5	-0.3
Cc1cccc(C(=O)Nc2sc3c(c2C(=O)O)CCC3)c1	-2	2	-4	-5	-23	4	-25	0.9
O=C(N/N=C/C(c1ccccc1)c1ccccc1)c1ccccc1F	x	-4	x	0	x	7	-15	0.0
C#CCCc1cscc1/C=[N+](\[O-])c1ccc(C(=O)OCC)cc1	1	x	x	-13	12	-4	-70	0.1
CNC[C@@H]1Oc2cc(Br)ccc2S(=O)(=O)N([C@H](C)CO)C[C@H]1C	100*!	-1&3&3	-5&12	0&7&-5	-2&5&-11	-2&3&-2	-5&9	-0.1&-0.3
CCN(CC)S(=O)(=O)c1cc(NC(=O)CNc2c(C)n(C)n(-c3ccccc3)c2=O)ccc1C	9	0	5	1	-2	2	12	0.0
O=C(NCc1ccc2c(c1)OCO2)C1CCCN(S(=O)(=O)c2cccnc2)C1 (stereo not drawn)	4	-8	13	6	-11	8	10	0.1
COc1ccc2c(c1)[C@]1(C(=O)N2C)C2=C(CCCC2=O)Oc2cc(C)oc(=O)c21	x	x	x	-1	x	-1	1	-0.1
CCn1nc(C)c(CNC(=O)CC2C(=O)NCCN2CC(C)C)c1C (stereo not drawn)	-5	-4	6	6	-6	-2	-2	-0.3
Cc1ccccc1-c1cc2nc(NCCCN(C)C)n(C)c(=O)c2s1	5	-3	-6	-7	14	1	-8	-0.1
CCN1CCN(C(c2cccs2)C(C)NC(=O)c2ccccc2)CC1 (stereo not drawn)	3	-1	10	-4	5	0	-9	0.0
CCc1c(C)nn(C(=O)/C(C#N)=C\N(C)C)c1C	x	16*	-11	-3	x	x	6	0.3
C[C@@H]1CN([C@@H](C)CO)C(=O)c2cc(NC(=O)NC3CCCCC3)ccc2O[C@H]1CN(C)C(=O)NC1CCCCC1	-1	-7	6	0	0	1	-16	0.4
Cc1oc(-c2ccccc2Cl)nc1CS(=O)CC(=O)NC1CC1 (stereo not drawn)	0	1	2	-3	-6	1	8	0.0
COC[C@H](NS(=O)(=O)c1ccc(Br)cc1F)[C@@H](O)c1ccccc1	-1	-3	11	-3	-11	4	20	-0.3
CCCNc1nc2c(c(=O)[nH]c(=O)n2C)n1CCCc1ccccc1	-1	x	7	x	9	x	-6	x
CCOc1ccc2nc(NC(=O)c3ccco3)sc2c1	-19	1	11	-2	-27	0	u	0.0
CCn1c(Cc2ccc(OC)cc2)nnc1SCC(=O)Nc1cccc(C(=O)OC)c1	2	x	-38	x	3	x	-11	x
CCn1c(SCC(=O)Nc2ccc3c(c2)OCO3)nnc1-c1ccccc1O	-2	x	-1	x	17	x	6	x
O=C(Cc1ccccc1Cl)N1CCN(c2ccccn2)CC1	1	-6	-34	-7	12	-2	-1	0.0
Cc1ccc(S(=O)(=O)NCC[C@@H]2CC[C@@H](NC(=O)Nc3ccccc3F)[C@H](CO)O2)cc1	-2	1	-2	8	-12	1	-2	-0.5
COc1ccccc1CNC(=O)C[C@H]1C=C[C@H](NC(=O)CN(C)C)[C@H](CO)O1	52	7	-1	7	-9	-2	-6	-0.4
CCCNC(=O)Nc1ccc2c(c1)OC[C@H](C)NC[C@@H](C)[C@H](OC)CN(C)C2=O	4	-5	x	-5	1	0	0	0.1
COc1ccc(NC(=O)C[C@H]2C(=O)N(Cc3ccccc3)C[C@@H]2Cc2ccccc2)cc1	1	-4	x	0	16	-2	13	0.2
CCOc1ccc(N(C(=O)c2snc(C(N)=O)c2N)C(C(=O)NCC2CCCO2)c2ccc(C)o2)cc1 (stereo not drawn)	5	1	-23	-1	50	2	-3	0.1

Sorted by count of non-hydrogen atoms (high to low): 9 of the compounds above
SMILES	Cneo AK release	SIRT5 inh	PGC1a acetyl inh	S100A4 inh HTS	C2C12 statin	ERAP1 HTS inh	LGR2 inh	Xi reactivation
Cc1ccc(S(=O)(=O)NCC[C@@H]2CC[C@@H](NC(=O)Nc3ccccc3F)[C@H](CO)O2)cc1	-2	1	-2	8	-12	1	-2	-0.5
CCCNC(=O)Nc1ccc2c(c1)OC[C@H](C)NC[C@@H](C)[C@H](OC)CN(C)C2=O	4	-5	x	-5	1	0	0	0.1
COc1ccccc1CNC(=O)C[C@H]1C=C[C@H](NC(=O)CN(C)C)[C@H](CO)O1	52	7	-1	7	-9	-2	-6	-0.4
Cc1ccccc1-c1cc2nc(NCCCN(C)C)n(C)c(=O)c2s1	5	-3	-6	-7	14	1	-8	-0.1
COC[C@H](NS(=O)(=O)c1ccc(Br)cc1F)[C@@H](O)c1ccccc1	-1	-3	11	-3	-11	4	20	-0.3
CNC[C@@H]1Oc2cc(Br)ccc2S(=O)(=O)N([C@H](C)CO)C[C@H]1C	100*!	-1&3&3	-5&12	0&7&-5	-2&5&-11	-2&3&-2	-5&9	-0.1&-0.3
O=C(Cc1ccccc1Cl)N1CCN(c2ccccn2)CC1	1	-6	-34	-7	12	-2	-1	0.0
Cc1cccc(C(=O)Nc2sc3c(c2C(=O)O)CCC3)c1	-2	2	-4	-5	-23	4	-25	0.9
CCOc1ccc2nc(NC(=O)c3ccco3)sc2c1	-19	1	11	-2	-27	0	u	0.0

Continued:
SMILES	Cneo AK release	SIRT5 inh	PGC1a acetyl inh	S100A4 inh HTS	C2C12 statin	ERAP1 HTS inh	LGR2 inh	Xi reactivation
Cc1noc(C)c1S(=O)(=O)Nc1ccc2c(c1)CC(=O)N([C@@H](C)CO)C[C@H](C)[C@H](CN(C)S(=O)(=O)c1c(C)noc1C)O2	74	8	6	-3	18	-2	-8	-0.9
Cc1cccc(CCN2C(N(C)C)=NC[C@@H]2Cc2ccccc2)c1	-1	x	7	23	-35	3	9	-0.1
COc1ccc(-c2ccc(=O)n(Cc3ccc([N+](=O)[O-])cc3)n2)cc1	x	-6	-19	4	x	x	-5	0.0
CCOc1ncccc1C(=O)Nc1ccc(F)c(F)c1	x	-2	-7	1	x	0	-6	0.4
COc1cccc(-c2nc(CS(=O)CC(=O)NCc3ccc4c(c3)OCO4)c(C)o2)c1 (stereo not drawn)	4	-1	-12	-1	9	4	0	0.1
C[C@@H]1OC(Nc2ccc(N=Nc3ccccc3)cc2)[C@H](O)[C@H](O)[C@H]1O (stereo partly drawn)	-5	3	-5	8	-7	17	x	0.0
C[C@@H]1CN([C@H](C)CO)C(=O)Cc2cc(NC(=O)CCCCCC(=O)Nc3ccccc3N)ccc2O[C@H]1CN(C)Cc1ccc(Cl)c(Cl)c1	x	7	3	-6	x	-2	7	0.2
N=c1c(S(=O)(=O)c2ccc(F)cc2)cc2c(=O)n3ccccc3nc2n1CC1CCCO1 (stereo not drawn)	-2	-4	7	7	5	-42	7	0.0
O=C(N=Nc1c(O)[nH]c2ccccc12)c1ccc2c(c1)OCO2	x	0	x	-7	x	3	-6	0.0
CCC(=O)Nc1cc(OC)c(NC(=S)Nc2ccccc2CC)cc1OC	3	0	x	-1	-3	8	6	0.0
Cc1ccc(NC(=O)c2ccc(OCc3c(C)noc3C)cc2)cc1	x	-1	x	-1	x	3	-7	-0.1
CCc1ccc(CN(C)C(=O)c2cc(COc3cncc(Cl)c3)on2)cc1	-1	-2	x	8	3	16	4	0.0
CN(CC(=O)Nc1ccccc1Cl)C(=O)Cn1cnc2ccc(Cl)cc2c1=O	2	0	3	-12	2	-1	-4	0.1
CC(=O)c1ccc(S(=O)(=O)N2CCC(NC(=O)c3ccccc3)CC2)cc1	2	4	19	-3	-9	-2	12	0.1
COC(=O)C1Cc2c([nH]c3ccccc23)C2(CCN(Cc3ccccc3)CC2)N1 (stereo not drawn)	-1	-3	-14	-2	10	-8	5	0.4
C[C@H]1CN([C@@H](C)CO)S(=O)(=O)c2ccc(C3=CCCCC3)cc2O[C@H]1CN(C)C(=O)C1CCOCC1	-8	-6	-4	17	45	1	-4	0.0
CCOC(=O)COc1c(Cl)cc(/C=C2\N=C(C)OC2=O)cc1OC	0	x	-2	-5	x	x	5	0.0
CC(C)NC(=O)Nc1ccc2c(c1)C(=O)N([C@H](C)CO)C[C@H](C)[C@H](CN(C)C(=O)Nc1ccc(F)cc1)O2	-3	-4	-3	2	-1	0	3	-0.3
O=C(Cc1cc(=O)[nH][nH]1)N/N=C/C(Cl)=C/c1ccccc1	-5	0	-2&-4	0	6&3	0	-2&7	x
CC(C)(C)OC(=O)C[C@H]1C/C=C\C[C@@H](CC(=O)N(CCO)Cc2ccccc2)C(=O)N[C@@H](c2ccccc2)COC1=O	1	x	-4	4	-10	2	1	0.4
Cc1ccc(S(=O)(=O)N(C)C[C@@H]2OCCCC[C@H](C)Oc3ccc(NC(=O)C4CCCCC4)cc3C(=O)N([C@@H](C)CO)C[C@@H]2C)cc1	2	x	-20	x	-365	x	21	0.7
O=C(O)C[C@@H]1CC[C@@H](NC(=O)c2ccncc2)[C@@H](CO)O1	-1	-3	-13	8	10	0	18	0.2
Cc1noc(C)c1S(=O)(=O)Nc1ccc2c(c1)C(=O)N([C@@H](C)CO)C[C@@H](C)[C@H](CN(C)S(=O)(=O)c1ccc(Cl)cc1)OCCCC[C@H](C)O2	52	2	x	-12	27	-4	-1	0.0
Cc1ccc(Cn2ccsc2=NC(=O)CCl)cc1	x	3	13	-3	x	2	14	1.5
O=[N+]([O-])c1cc(S(=O)(=O)Nc2cccc(Cl)c2)ccc1N/N=C/c1ccc(N2CCOCC2)cc1	-5	-1	0	-4	1	-2	16	-0.3
COC(=O)c1ccc(COC(=O)C2CCN(S(=O)(=O)c3c(Cl)cccc3Cl)CC2)o1	x	4	x	-2	x	2	11	0.4
Cc1ccc(S(=O)(=O)Nc2ccc3c(c2)C(=O)N([C@@H](C)CO)C[C@@H](C)[C@H](CN(C)CC2CCCCC2)OCCCC[C@H](C)O3)cc1	0	-1	-4	8	x	-1	9	0.5
O=C(CN1C(=O)/C(=C/c2ccc(F)cc2)SC1=S)NC1C=CS(=O)(=O)C1 (stereo not drawn)	-3	8	x	1	-6	4	-17	0.1
COc1ccc([N+](=O)[O-])cc1NC(=O)c1ccco1	1	6	12	-3	1	-1	-13	0.0
COc1cccc(CC(=O)NC2CCCN(Cc3ccc(Cl)cc3)C2)c1 (stereo not drawn)	9	-3	-4	-6	15	-9	0	0.1
